CDK5 inh = inhibitors of human CDK5/p35 kinase; Recombinant CDK5/p35, ADP-Glo luminescence, 60 min; hit rate 0.01% among 330,000; Q00535+Q15078; inhibition, % at 10 µM;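 active means highest replicate inhibition of at least 50% and at least 75% of replicates reaching 50%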;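 further: plate controls were DMSO neutral control for no effect and GW8510 at 10 µM for full effect; many of its hits are not listed in these tables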
Target sequence (Q00535 whole entry, looked up): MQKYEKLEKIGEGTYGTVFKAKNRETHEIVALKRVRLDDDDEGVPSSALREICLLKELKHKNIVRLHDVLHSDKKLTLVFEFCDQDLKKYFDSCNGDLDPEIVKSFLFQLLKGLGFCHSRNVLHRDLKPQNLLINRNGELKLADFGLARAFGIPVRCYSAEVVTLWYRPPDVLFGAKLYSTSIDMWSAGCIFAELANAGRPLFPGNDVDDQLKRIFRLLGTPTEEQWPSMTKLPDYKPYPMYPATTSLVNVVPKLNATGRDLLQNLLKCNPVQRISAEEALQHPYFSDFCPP
Target sequence (Q15078 whole entry, looked up): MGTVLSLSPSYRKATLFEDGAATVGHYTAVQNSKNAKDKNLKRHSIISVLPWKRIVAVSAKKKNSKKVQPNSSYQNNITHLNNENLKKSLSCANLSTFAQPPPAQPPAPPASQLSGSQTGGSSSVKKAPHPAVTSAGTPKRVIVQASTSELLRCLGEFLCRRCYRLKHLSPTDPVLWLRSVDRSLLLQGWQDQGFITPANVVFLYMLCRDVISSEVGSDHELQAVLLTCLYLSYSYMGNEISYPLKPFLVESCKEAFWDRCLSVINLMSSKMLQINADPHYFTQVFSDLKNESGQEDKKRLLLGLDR
C-LANA FP = inhibitors of KSHV LANA C-terminal domain DNA binding; MBP-C-LANA/FAM-LBS DNA binding, fluorescence polarization; inhibition, % at 9 µM; hit rate 0.078% among 340,000; AID 504423;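 active means highest replicate inhibition at or above 60% at 9 µM, even if other replicates fall short; inactive means all replicates below 60% inhibition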;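 further: 0% = neutral control wells and 100% = 4 µM acridine orange control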
cardiac RTF act = cardiac RTF calcium sensitization; P19429+P45379; IANBD-labeled TnC RTF fluorescence at EC20 calcium; 0% EC20 calcium, 100% full calcium; activation, % at 7.2 µM; hit rate 0.24% among 340,000; AID 493008;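 active means activation above the mean over all tested compounds plus 3 SD, cut at about 30% in these data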;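 further: rise in fluorescence read as greater calcium sensitivity of cardiac thin filaments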
dFosB act = activators of mouse delta FosB homodimer; activation, % at 25 µM; purified delta FosB, TAMRA-CDK5 oligo fluorescence polarization; percent of positive-control signal above neutral wells; AID 493131; hit rate 0.99% among 340,000; P13346;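 active means mean activation above about 17%, with every replicate also reaching it, limit read from the data, passing the limit was not always enough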;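 further: fluorescence polarization rise as delta FosB binds a TAMRA Cdk5 AP-1 oligo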
Rtt109 Vps75 = C. albicans Rtt109 histone acetyltransferase inhibition; Q5AAJ8; purified Rtt109/Vps75, ThioGlo CoA-SH fluorescence, 4 h; inhibition, % at 34.9 µM; hit rate 0.16% among 330,000;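 active means inhibition of at least 50% in every replicate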
Target sequence (Q5AAJ8 whole entry, looked up): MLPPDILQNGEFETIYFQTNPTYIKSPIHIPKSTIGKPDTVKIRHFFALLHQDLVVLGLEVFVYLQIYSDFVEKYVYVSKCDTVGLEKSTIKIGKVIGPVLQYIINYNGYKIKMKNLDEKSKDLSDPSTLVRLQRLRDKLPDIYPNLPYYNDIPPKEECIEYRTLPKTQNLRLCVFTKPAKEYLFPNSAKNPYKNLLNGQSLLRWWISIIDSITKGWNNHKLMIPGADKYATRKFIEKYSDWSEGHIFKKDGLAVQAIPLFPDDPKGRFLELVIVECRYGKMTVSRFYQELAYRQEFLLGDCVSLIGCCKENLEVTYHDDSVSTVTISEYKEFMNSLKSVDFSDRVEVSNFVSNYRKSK
PvdQ inh = P. aeruginosa PvdQ acylase inhibition | purified PvdQ acylase, fluorescence plate reader | inhibition, % at 10 µM | hit rate 0.063% among 340,000; in the data active means inhibition above about 30%, passing the limit was not always enough;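 further: 0% = vehicle neutral wells and 100% = reference inhibitor wells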
Cardiac RTF inh = cardiac RTF calcium desensitization | P19429+P45379 | IANBD-labeled cardiac RTF, Ca2+ fluorescence | inhibition, % at 7.15 µM | hit rate 0.12% among 340,000 | AID 493244;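 active means inhibition above the mean inhibition of all tested compounds plus 3 SD, cut at about 17% in these data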;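 further: assay run at fixed EC70 calcium of 1.6 mM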
PfHsp90 yeast 2 = growth inhibition of yeast expressing Plasmodium Hsp90; S. cerevisiae expressing PfHsp90, BacTiter-Glo ATP, 48 h; yeast lacking PDR1 and PDR3 efflux regulators; inhibition, % at 9.4 µM; hit rate 0.32% among 310,000; AID 504621;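 active means every replicate shows inhibition above about 80%, whatever the replicate mean, limit read from the data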;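 further: 0% = DMSO neutral controls and 100% = 20 µM radicicol positive controls; yeast relying on Plasmodium falciparum Hsp90 in place of its own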
NSD2 HMT inh = NSD2 (human) methyltransferase inhibition. O96028. NSD2 peptide methylation, AlphaScreen, 120 min. inhibition, % at 12.5 µM. hit rate 0.54% among 310,000. AID 743445; in the data active means inhibition above about 50%
SUMO Mot1 rescue = SUMOylation pathway inhibition by Mot1-301 growth rescue; S. cerevisiae Mot1-301 growth rescue, ATP luminescence, 38.5C; percent above DMSO median, 100 means doubled; growth rescue, % at 18.8 µM; hit rate 1% among 320,000;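 active means every valid replicate shows activation above 250% relative to neutral control wells; inactive means the rest, any valid replicate at or below 250%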;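 further: OY570 slx delta 5 strain wells were the positive control but not used for scaling; some compounds called inactive have numbers as strong as hits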
Keap1 Nrf2 FP = Keap1-Nrf2 (human) interaction inhibition | Keap1 Kelch-Nrf2 peptide fluorescence polarization, 1536-well | inhibition, % at 9.4 µM | hit rate 0.15% among 340,000 | AID 504523; in the data active means inhibition above about 12%;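 further: human Keap1 Kelch domain with fluorescein labeled Nrf2 9mer peptide probe; 0% = neutral control wells and 100% = peptide positive control; higher means more block of Keap1 binding to Nrf2 peptide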
An asterisk follows results filed as active; nt = not tested or not shown.

SMILES | CDK5 inh | C-LANA FP | cardiac RTF act | dFosB act | Rtt109 Vps75 | PvdQ inh | Cardiac RTF inh | PfHsp90 yeast 2 | NSD2 HMT inh | SUMO Mot1 rescue | Keap1 Nrf2 FP
CCOC(=O)c1ccc(-n2c(CCC(=O)O)ccc2-c2cccs2)cc1 | 0.3 | 4.1 | 16.5 | -8.7 | 2.2 | -2.7 | -10.5 | 6.2 | 8.2 | 7.7 | -2.9
C=CCn1c(=O)c(C(=O)NCCc2ccc(Cl)cc2)c(O)c2cc(OC)c(OC)cc21 | -1.1 | -0.5 | -6.6 | 6.4 | 2.6 | -6.6 | -5.9 | 7.9 | -15.0 | -3.9 | -5.6
COc1ccc(NC(=O)CN(C)C(=O)c2ccccc2Sc2ncnc3sc(C)c(C)c23)cc1 | -3.8 | -1.9 | 0.3 | -3.9 | -1.4 | -20.0 | 1.8 | 1.9 | -0.3 | -22.3 | -4.1
CCOC(=O)C1CCN(C(=O)CCn2c(=O)[nH]c3ccccc3c2=O)CC1 | -0.3 | -0.4 | 1.1 | -3.3 | 3.8 | 5.7 | 10.9 | -5.5 | -2.8 | -17.5 | -3.5
OCCNc1nc(-c2ccccc2)nc2ccccc12 | 1.4 | -1.9 | -2.1 | -6.8 | 9.6 | -9.3 | -10.6 | -6.5 | -4.0 | 5.3 | 1.5
CCN1CCN(CCCN(Cc2ccco2)C(=S)Nc2ccc(Cl)cc2)CC1 | -1.1 | -4.0 | -0.2 | 2.7 | -2.4 | 0.4 | 3.2 | -0.1 | 11.8 | -12.5 | -3.9
O=C(CCc1ccccc1)NC1(Cc2ccccc2)CCN(CCc2cccs2)C1=O (stereo not given) | 3.8 | -0.4 | 6.6 | -1.5 | 5.0 | -6.8 | -6.7 | 3.9 | nt | 12.7 | 1.6
O=C(c1ccc(Cl)c(Cl)c1)c1cnc(Nc2ccccc2)s1 | 4.6 | -0.2 | -4.6 | -6.7 | 2.5 | 6.9 | 0.8 | -14.3 | -1.0 | 2.9 | -3.3
COc1cc(Nc2ccc(S(N)(=O)=O)cc2)c([N+](=O)[O-])nc1[N+](=O)[O-] | 0.4 | -1.5 | 4.9 | -3.7 | 10.2 | 7.1 | -1.9 | 4.6 | -0.1 | 148.5 | -5.0
CCn1c(CCCNC(=O)c2ccco2)nc2ccccc21 | -0.4 | 0.4 | -1.2 | 2.4 | 4.1 | 9.6 | -1.2 | 6.2 | -0.7 | 11.1 | -1.3
C/C(Cl)=C\Cn1c(N2CCCC2)nc2c1c(=O)n(C)c(=O)n2C | 0.5 | 0.2 | -5.9 | 1.3 | -0.6 | 5.9 | -5.6 | -3.7 | 5.7 | 0.6 | -2.5
NC(=S)Nc1ccc(S(=O)(=O)c2ccc(NC(N)=S)cc2)cc1 | 3.6 | -2.0 | 1.9 | -2.0 | 10.9 | -14.4 | -4.3 | -4.9 | 1.1 | 0.4 | 0.5
COc1ccc(N(CC(=O)NC2CC2)S(=O)(=O)c2ccccc2)cc1 | 0.8 | 0.5 | 7.1 | -3.3 | -10.0 | -13.3 | -18.9 | -10.6 | -5.1 | -7.6 | -0.7
O=C(CCC(=O)c1cccs1)NCCc1ccc(F)cc1 | 3.1 | 0.3 | 0.0 | 0.5 | -4.0 | -10.1 | -15.1 | nt | -3.0 | nt | -2.7
CC(=O)Nc1sc(NC(=O)c2ccc([N+](=O)[O-])cc2)nc1-c1cccs1 | -0.3 | -0.6 | -4.5 | 5.3 | 2.8 | 1.9 | -1.6 | -1.1 | 0.9 | -5.8 | 4.2
COCCn1c(-c2ccc(NC(C)=O)cc2)nc2c1c(=O)[nH]c(=O)n2CC(C)C | 0.7 | -0.7 | -3.9 | -4.2 | -2.6 | -14.0 | -1.4 | 2.7 | nt | -8.2 | 0.4
COc1ccc(OC)c(/C=C/C(=O)OCC(=O)N2CCCC2)c1 | 0.4 | 0.8 | 0.6 | -14.4 | 0.4 | -9.7 | -8.7 | -6.0 | -1.1 | 10.9 | -2.4
Brc1ccc(-c2nc3ncccn3c2Nc2ccc3c(c2)OCCO3)o1 | 0.1 | 1.4 | 6.9 | 1.3 | 22.1 | -9.9 | -11.4 | nt | -3.3 | nt | 2.7
Fc1cc(F)cc(Nc2nc(Cl)nc(NC3CCCC3)n2)c1 | 5.0 | 2.3 | -9.2 | -2.4 | 1.9 | 3.4 | -0.5 | -24.6 | nt | 230.5 | -1.8
CCCCCC(C)NC(=O)c1cc(S(=O)(=O)N2CCCCC2)ccc1N1CCOCC1 (stereo not given) | -0.1 | 0.2 | -0.3 | -7.6 | 1.1 | -10.9 | 2.7 | -17.5 | -1.2 | 4.4 | 2.6
CC(C)(C)C(=O)Nc1nc2cc3c(cc2s1)OCO3 | -0.6 | 2.2 | 1.2 | -8.6 | -16.4 | -16.6 | -12.9 | 25.6 | -0.4 | 15.0 | -2.7
O=C(CN1C(=O)NC2(CCCC2)C1=O)OCCOc1ccccc1 | 1.2 | -0.3 | -3.5 | 0.6 | 7.3 | 4.8 | 2.2 | -3.1 | 10.1 | 81.9 | -2.0
COc1ccccc1N1CCN(S(=O)(=O)c2cc3c(cc2C)NC(=O)CO3)CC1 | -1.6 | 0.5 | -3.8 | -3.6 | -6.3 | -6.1 | -7.2 | -19.6 | nt | 7.6 | 7.3
COc1cc(NC(=O)c2cccc(S(=O)(=O)N3CCCCC3)c2)cc(OC)c1OC | 2.7 | 1.4 | -1.8 | -6.4 | 2.3 | 9.0 | -3.1 | -4.6 | 1.5 | -5.3 | -3.6
O=C(O)C1Sc2[nH]c(=O)sc2C2c3ccc(O)cc3OC(=O)C12 (stereo not given) | -2.4 | 25.2 | 10.7 | -8.7 | -10.8 | -0.7 | -8.6 | 13.5 | 0.8 | 160.5 | 1.8

2 entries from above, with tabs.
Molecule	CDK5 inh	C-LANA FP	cardiac RTF act	dFosB act	Rtt109 Vps75	PvdQ inh	Cardiac RTF inh	PfHsp90 yeast 2	NSD2 HMT inh	SUMO Mot1 rescue	Keap1 Nrf2 FP
OCCNc1nc(-c2ccccc2)nc2ccccc12	1.4	-1.9	-2.1	-6.8	9.6	-9.3	-10.6	-6.5	-4.0	5.3	1.5
CCN1CCN(CCCN(Cc2ccco2)C(=S)Nc2ccc(Cl)cc2)CC1	-1.1	-4.0	-0.2	2.7	-2.4	0.4	3.2	-0.1	11.8	-12.5	-3.9

Following part.
SMILES | CDK5 inh | C-LANA FP | cardiac RTF act | dFosB act | Rtt109 Vps75 | PvdQ inh | Cardiac RTF inh | PfHsp90 yeast 2 | NSD2 HMT inh | SUMO Mot1 rescue | Keap1 Nrf2 FP
O=C(O)c1cc(S(=O)(=O)N2CCOCC2)ccc1N1CCCCC1 | 0.1 | -0.7 | 0.4 | -4.0 | 1.3 | 22.4 | 6.3 | 14.1 | 0.3 | -7.0 | -6.0
CC(C)NC(=O)COC(=O)c1ccccc1Oc1ccccc1 | 0.3 | -1.6 | 5.8 | -2.7 | 1.2 | -9.4 | 0.6 | 7.8 | -4.2 | -8.4 | -6.9
CCCN(CC1CC1)C(=O)COC(=O)c1oc2c(F)cccc2c1C | -0.2 | -0.8 | -4.3 | -4.3 | -4.6 | -2.1 | -0.1 | nt | -3.0 | -23.9 | 0.5
CC1CCN(CCCNC(=O)c2ccc(CS(=O)(=O)Cc3ccc(Cl)cc3)o2)CC1 | -0.1 | 0.5 | -2.3 | -1.6 | 0.7 | 0.9 | -10.5 | 14.9 | 3.4 | -6.5 | -2.0
Cc1ccc(OCc2n[nH]c(=S)n2N)cc1C | 0.6 | -0.4 | 0.1 | -5.5 | 3.7 | -16.8 | -4.7 | nt | 0.1 | 4.3 | -1.6
COCCCN1C2=C(C(=O)CC(C)(C)C2)C(c2ccc(OC)c(OC)c2)C2=C1CC(C)(C)CC2=O | 0.4 | 0.4 | -1.1 | -6.5 | 0.8 | -6.9 | -3.2 | 16.5 | -3.4 | 7.4 | 0.4
COC(=O)c1ccccc1NC(=O)COC(=O)CSc1nnc(N)s1 | -2.9 | -1.1 | 2.8 | -4.2 | -3.8 | 1.7 | -5.3 | 5.6 | 0.6 | 13.2 | 1.9
CCC(C)(C)NC(=O)CN(C(=O)CNS(=O)(=O)c1ccccc1)c1ccc2c(c1)OCCO2 | -7.0 | 0.8 | 4.0 | -8.2 | 7.7 | -15.8 | -0.3 | 2.8 | nt | -9.0 | -5.4
Cc1cc(N=Nc2ccc(Cl)cc2)cc(CN2CCOCC2)c1O | -0.5 | -0.4 | -2.6 | -6.7 | 2.6 | 13.7 | -6.6 | -14.3 | 36.8 | 97.3 | 3.0
Cc1cc(C)nc(NC(=O)c2ccc(Br)s2)n1 | 0.2 | 6.8 | -4.1 | -1.0 | 6.4 | 7.2 | -0.7 | 1.3 | nt | 17.2 | -1.4
Cc1ccc(F)c(N=Cc2c(O)c3ccccc3oc2=O)c1 | -0.1 | -0.7 | -0.9 | -1.4 | -13.6 | -3.1 | -2.6 | 8.2 | -3.0 | -2.0 | 0.2
O=C(c1ccccc1)c1cc(-c2ccccc2)on1 | 0.3 | -0.9 | 0.5 | -1.9 | -0.4 | -8.4 | 7.7 | 7.0 | -0.9 | -19.6 | -5.1
Cc1ccc(N2CCN(CC(O)COc3cccc4ccccc34)CC2)cc1 (stereo not given) | 1.3 | 0.2 | -3.0 | -2.2 | 0.5 | -10.3 | 0.6 | 14.2 | 2.8 | -8.0 | 0.3
COC(=O)c1ccc(C(=O)OC)c(NC(=O)C2CCCO2)c1 (stereo not given) | -3.2 | -0.3 | 0.7 | -6.6 | 0.3 | -9.0 | -8.6 | 19.9 | -2.3 | -5.6 | -3.5
COc1cc(Cl)ccc1NC(=O)COc1ccccc1C(=O)NN | -1.6 | -0.9 | 2.7 | -7.7 | 8.1 | 1.2 | 0.3 | 2.7 | -0.6 | -2.5 | -0.7
CC(C)c1ccccc1OCCNC(=O)c1cncc(Br)c1 | -0.9 | 11.7 | -1.4 | -16.3 | 2.3 | -15.3 | -10.3 | 41.6 | -4.2 | -7.8 | -4.2
CCOC(=O)c1c(C)[nH]c(C(=O)NCCN2CCOCC2)c1C | -0.9 | -0.3 | -6.4 | 1.0 | -3.1 | -7.7 | 8.6 | -1.5 | 74.8* | -15.5 | 0.2
CCN(CCn1cccn1)C(=O)CC1C(=O)NCCN1Cc1ccc(F)cc1 (stereo not given) | -1.0 | -0.8 | -3.0 | 1.3 | -7.6 | -6.8 | -5.1 | -12.0 | -3.0 | 10.1 | -2.7
N#Cc1cc([N+](=O)[O-])ccc1NC(=O)COC(=O)CN1C(=O)C2CCCCC2C1=O (stereo not given) | -0.7 | -3.5 | 1.4 | -8.9 | -14.1 | -13.2 | -3.1 | 11.9 | 2.2 | 3.3 | 1.9
O=C(NC1CCCC1)C1CCN(c2cnccn2)CC1 | 0.1 | 0.3 | -2.5 | -1.8 | -6.2 | -7.3 | 3.8 | 3.2 | -0.9 | -9.8 | 1.7

3 compounds from above, showing only CDK5 inh.
mol	CDK5 inh
COc1ccc(NC(=O)CN(C)C(=O)c2ccccc2Sc2ncnc3sc(C)c(C)c23)cc1	-3.8
O=C(NC1CCCC1)C1CCN(c2cnccn2)CC1	0.1
O=C(c1ccccc1)c1cc(-c2ccccc2)on1	0.3

Screens as filed in PubChem BioAssay.
